p53null 32C kill – qHTS Screen for Compounds that Selectively Target Cancer Cells with p53 Mutations: Cytotoxicity of p53 Null Cells at the Permissive Temperature; hit rate 0.62% among 55,000; AID 903, 2007; Potency, µM (doses to about 46.1 µM), inactives show top-dose activity change, negative = cytotoxicity, hits mostly cytotoxic; H1299-neo p53 null cells, ATP luminescence, 24 h, 32C;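 also: 0% = DMSO only and -100% = full killing by 100 µM tamoxifen; nearly all actives have a fitted effect of over 55% in size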
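ATP-content luminescence in p53-null H1299-neo cells after 24 h compound exposure (up to 46 uM) at 32C permissive temperature; 0% and 100% killing set by DMSO and 100 uM tamoxifen; Hill-equation AC50.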
p53null 39C tox – qHTS Screen for Compounds that Selectively Target Cancer Cells with p53 Mutations: Cytotoxicity of p53 Null Cells at the Nonpermissive Temperature | hit rate 0.97% among 55,000 | Potency, µM (titrated, usually from 46.1 µM), without a hit: at the highest dose activity, negative = cell killing, actives largely listed as cytotoxic | H1299 p53-null (neo) cells, 39C, ATPlite viability, 24 h;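 also: 0% = DMSO only and -100% = full killing by 100 µM tamoxifen; nearly all actives have a fitted effect of over 50% in size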
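ATP-luminescence viability readout (ATPlite, 20 min RT) after 24 hr compound treatment at 39C of H1299-neo or H1299-p53A138V cells; titration up to 46 uM; normalized to DMSO and 100 uM tamoxifen; Hill-fit AC50.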
Starred values were filed as active, the others as inactive; ? = inconclusive; [ ] = another dose, or the depositor's remark. Calls follow the shape of the dose curve; as a rule, active = well fitted cell-killing curve with a large enough effect; inconclusive = small, poorly fitted or top-dose-only effect; inactive = no such curve, though single readings can be large or run the other way. Potency is read from the fitted curve at half-maximal effect. Only part of the results is shown. The share of hits here may be higher or lower than overall.

SMILES	p53null 32C kill	p53null 39C tox
COCCNC(=O)C(c1ccc(C)o1)N(Cc1ccco1)C(=O)c1snc(C(N)=O)c1N (stereo not given)	-3%	9%
CC(c1ccccc1F)n1cc(C(=O)NCCCn2ccnc2)nn1 (stereo not given)	15%	7%
CCOc1ccc(NC(=O)CSc2nc(C)cc(C)n2)cc1	4%	-4%
CCCCn1c(SCC(=O)N2CCOCC2)nnc1-c1ccoc1C	-9%	8%
O=C(N/N=C/c1cn(-c2cccs2)nc1-c1ccccc1)c1ccccc1Br	4%	4%
N/C(Cc1ccc(Cl)cc1Cl)=N\OC(=O)Cc1ccccc1	-2%	-1%[1.84 µM]
O=C(CSc1ncnc2sc3c(c12)CCCC3)c1ccccc1	3%	14%
CCOC(=O)Cn1c(C(C)=O)nc2ccccc21	4%	7%
CC(=O)c1cccc(NC(=O)c2ccc3c(Cl)c4c(nc3c2)CCCC4)c1	-8%	3%
COC(=O)c1cc(NC2c3ccccc3C(=O)N2c2ccc(Cl)cn2)cc(C(=O)OC)c1 (stereo not given)	-5%	7%
COC(=O)CNC(=O)COC(=O)c1cc(Cl)cc(Cl)c1N	-4%	-6%
Cc1nn(C)cc1CNC(=O)Nc1ccc(Cl)cc1	-6%	-12%
O=C(COc1ccccc1C(=O)c1cnn(-c2ccccc2)c1)Nc1ccccc1	?	-15%[1.84 µM]
Cc1nc(SCN2C(=O)c3ccccc3C2=O)n[nH]1	-7%	-4%
N/C(=N\OC(=O)c1ccc(Cl)cc1)c1ccc(Cl)cc1	-2%	7%
COc1cccc(-c2csc(N3CCN(C(=O)Nc4ccc(F)cc4)CC3)n2)c1	5%	-19%
CC(C)(C)NC(=O)C(c1ccc(F)cc1)N(Cc1ccco1)C(=O)Cn1nnc(-c2cccs2)n1 (stereo not given)	1%	-9%
C=CCn1c(SCC(=O)NC(N)=O)nnc1-c1cc2c(s1)CCC(CC)C2 (stereo not given)	-7%	20%[1.84 µM]
Cc1cc(C)n(-c2cc(Cl)cc(Cl)c2)c(=O)c1C#N	-5%	0%
COc1ccc(CN(C(=O)c2ccco2)c2ccccc2)cc1	-12%	0%
COc1ccc(NC(=S)NC(NC(=O)c2cccc(Cl)c2)C(Cl)(Cl)Cl)c([N+](=O)[O-])c1 (stereo not given)	3%	-18%
CCC(C)NC(=O)c1ccc([N+](=O)[O-])c(Cl)c1 (stereo not given)	12%	23%
COc1ccc(OCCCn2c(=O)oc3ccccc32)cc1	3%	-12%
C#CCOC(=O)c1csc2nnsc12	8%	14%
O=C(NC1CCCCC1)C(c1ccco1)N(C(=O)C(F)(F)F)C1CC1 (stereo not given)	-3%	6%
CCOC(=O)c1nc(-c2ccc3c(c2)OCO3)[nH]c1C	0%	-20%
CCOc1cccc2c1OC(c1cc(OC)c(OC)c(OC)c1)N1N=C(c3ccc(C)o3)CC21 (stereo not given)	?	-12%[1.84 µM]
O=C(OCC#CCSc1nc2ccccc2o1)c1cc2ccccc2o1	3%	0%
Cc1cc(C=O)c(C)n1-c1ccc(N2CCOCC2)cc1	3%	8%
CSc1ccccc1-n1nnnc1SCC(=O)NCc1cccs1	3%	-6%

Full records, quoted from the list. Screens in order: p53null 32C kill, p53null 39C tox
`CCCCn1c(SCC(=O)N2CCOCC2)nnc1-c1ccoc1C` as listed: -9%, 8%
`O=C(OCC#CCSc1nc2ccccc2o1)c1cc2ccccc2o1` as listed: 3%, 0%

The list continues.
SMILES	p53null 32C kill	p53null 39C tox
COc1cccc(/C=N/NC(=O)CN2C(=O)NC3NC(=O)NC32)c1 (stereo not given)	9%	23%
CCCCc1n[nH]c2c1/C(=N/O)CC(C)(C)C2	5%	16%
O=C(NCC(=O)N(Cc1ccccc1)C(C(=O)NC1CCCC1)c1cccnc1)c1ccco1 (stereo not given)	0%	-2%
Cc1cc(NC(=O)c2ccc(S(=O)(=O)N3CCCC3)cc2)nc2c1c(=O)oc1ccccc12	-6%	-5%
Cc1ccc(NCc2nnc(SCC#N)o2)c(C)c1	-10%	3%
N#C/C(=C\c1ccc2c(c1)OCCO2)C(=O)NC1CCCCC1	-7%	-13%
Cc1nc2ccccc2c(=O)n1NC(=O)c1c(O)c2c(n(CC(C)C)c1=O)CCCC2	9%	5%
Cc1cccc(NC(=O)C2CCCN2C(=O)Oc2ccccc2)c1C (stereo not given)	4%	4%
O=C1N/C(=N/S(=O)(=O)c2ccccc2)S/C1=C/c1cccnc1	1%	-5%
CCOC(=O)C1CSC(CC(=O)Nc2ccc(OCC)cc2)C(=O)N1 (stereo not given)	-8%	0%
CCn1nnnc1SCC(=O)c1ccc(C)cc1	-1%	6%
CCn1c(SCC(=O)Nc2ccc(OC)cc2)nnc1-c1ccco1	-5%	1%
COc1cccc(C(=O)OCCN2CCCCC2)c1	-10%	3%
Cc1nc(CCNC(=O)c2cccs2)cs1	-11%	-21%
O=C(NC1CC1)c1nc2c(nnn2Cc2ccccc2Cl)c(=O)[nH]1	-5%	12%
CC1CCc2nn(CC(=O)N3CCN(C(=O)c4ccco4)CC3)cc2C1 (stereo not given)	2%	0%
O=C(CSc1nnc(CNC(=O)C23CC4CC(CC(C4)C2)C3)n1-c1ccccc1)Nc1ccc(F)cc1	6%	-4%
COc1ccc(-c2csc(NC(=O)COC(=O)Cc3ccc(Cl)cc3Cl)n2)cc1	-28%	10%
CN1C(=O)CC(N2CCC(c3nc4ccccc4s3)CC2)C1=O (stereo not given)	2%	24%
CC(=O)Nc1ccc(N2C(C(C)=O)=NN(c3ccc(Cl)cc3)C2c2sccc2C)cc1 (stereo not given)	-12%	-1%
Cn1c(/C(C#N)=N/O)nc2ccccc21	-2%	-2%
CCOC(=O)CNC(=O)Cn1cnc2sc(C)c(S(=O)(=O)N3CCC(C)CC3)c2c1=O	-5%	26%
COC(=O)Cn1c(C)c(C#N)c2ccccc21	-14%	-5%
Cc1cccc(NC(=O)c2sc(C)nc2C)c1	?	?
COc1ccc(C2CC(c3cccs3)=Nc3ccccc3S2)cc1 (stereo not given)	?	-15%
O=C(CSc1nc2c(c(C(F)(F)F)n1)CCc1ccccc1-2)NCc1ccc(F)cc1	9%	-3%
Cc1ccc(-c2nc3ccccc3o2)cc1NC(=S)NC(=O)c1cc2ccccc2o1	-26%	-28%
N#Cc1c(OCC(=O)c2ccccc2)nc2c(c1-c1ccco1)CCc1ccccc1-2	14%	33%[activator]
CCC(C)NC(=O)/C=C1\Sc2ccccc2NC1=O (stereo not given)	?	-6%
CC(=O)CCS(=O)(=O)c1ccc(Oc2ccc(S(=O)(=O)CCC(C)=O)cc2)cc1	-1%	-4%
Cc1ccc(CNn2cnnc2SCc2ccc(F)cc2)cc1	1%	-13%
COc1ccc(CCNC(=O)CCn2c(=O)[nH]c3cc(OC)c(OC)cc3c2=O)cc1OC	1%	23%
Cc1c(NC(=O)CSc2ncn[nH]2)c(=O)n(-c2ccccc2)n1C	1%	-4%
CC1CCCCN1C(=O)c1cc2nc(-c3ccccc3)cc(-c3ccccc3)n2n1 (stereo not given)	8%	-7%
COC(=O)CNc1nc(C2CC2)nc2c1nnn2Cc1ccccc1Cl	7%	19%
CCN(CC)C(=O)CN(c1cc(Cl)ccc1OC)S(C)(=O)=O	4%	-14%
Nn1c(-c2ccccc2Cl)nnc1-c1ccccc1Cl	3%	-13%
CCOC(=O)c1[nH]c(C)c(C(=O)NCc2ccccn2)c1C	0%	3%
O=C1CC(Cc2ccc(Cl)cc2)C(=O)N1c1ccncc1 (stereo not given)	-3%	-14%
Cc1ccc(Cl)cc1NC(=O)CSc1nnc(C)n1-c1ccccc1	7%	-22%
CCOC(=O)C(=O)Nc1nnc(CCc2ccccc2)s1	-4%	-8%
O=C(OCCN1C(=O)c2ccccc2C1=O)c1ccco1	5%	27%
Cc1ccc(OCCN2CCN(C(=O)CCC(=O)Nc3nnc(C)s3)CC2)cc1	11%	33%
CCOC(=O)C1CCCN(CCC(=O)Nc2ccc(C)cc2)C1 (stereo not given)	-3%	-4%
COC(=O)c1cc2nc(-c3ccccc3)cc(C(F)(F)F)n2n1	3%	2%
Cc1cccc2sc(NC(=O)C3CCCO3)nc12 (stereo not given)	-8%	10%
COc1ccccc1-n1c(SCC(=O)Nc2nnc(C)s2)nc2c(c1=O)SCC2	0%	9%
CCOC(=O)C(C(=O)OCC)C1CCS(=O)(=O)C1 (stereo not given)	0%	4%
COc1ccccc1N(CC(=O)Nc1ccc(S(=O)(=O)N2CCCCC2)cc1)S(C)(=O)=O	-1%	4%
Brc1ccc(Nc2c3c(nc4ncnn24)CCC3)cc1	-1%	0%

Further compounds:
SMILES	p53null 32C kill	p53null 39C tox
CCOC(=O)c1ccc(NC(=O)CSc2nnc(C3CC3)n2C)cc1	-7%	1%
Cn1c(=O)c2c(nc(SCCN3CCCCC3)n2C)n(C)c1=O	-4%	1%
COc1ccc(C(=O)COC(=O)C(CCCCN2C(=O)C3C4C=CC(C4)C3C2=O)N2C(=O)C3C4C=CC(C4)C3C2=O)cc1 (stereo not given)	6%	1%
CC(Oc1cccc2c1OC(C)(C)C2)C(=O)O (stereo not given)	1%	5%
Cc1ccc2c3c([nH]c2c1C)-c1nonc1CC3	-4%	-4%
O=C(NCSc1ccnc(SCNC(=O)c2ccccc2)n1)c1ccccc1	1%	-4%
CC1=CN2C(=NC(=O)CC2(C)C(=O)N(CC(=O)NC2CCCC2)c2ccccc2C)C=C1 (stereo not given)	-7%	5%
CC(=O)N1CCN(c2ccc(S(=O)(=O)N3CCCCC3)cn2)CC1	3%	10%
Cc1c(C(=O)N2CCCCC2)sc(NC(=O)c2ccco2)c1C#N	-1%	3%
CCOc1ccc(C(=O)N2CCSC2=S)cc1	-7%	18%
CCOC(=O)/C(C#N)=C/c1ccc(OC(=O)c2ccccn2)cc1	0%	-4%
O=C(NCc1ccccc1)C(c1ccc(O)cc1)N(C(=O)Cn1nnc(-c2cccs2)n1)c1ccc2c(c1)OCCO2 (stereo not given)	-6%	14%
CCOC(=O)/C=C(\C)Sc1cc(=O)oc2ccccc12	-8%	?
O=C(CNC(=O)c1ccco1)NCC(=O)OC(C(=O)c1ccccc1)c1ccc(Cl)cc1 (stereo not given)	14%	10%
O=C(CSc1nnc2n1CCCN2C(=S)Nc1ccc(Cl)cc1)c1ccccc1	-8%	-7%
COc1ccccc1N1CCN(CC(O)COc2ccc3c(C)cc(=O)oc3c2)CC1 (stereo not given)	3%	27%
COc1ccc(OC)c(C(=O)COC(=O)c2cc(C)oc2C)c1	-18%	-14%
COc1ccc(-c2nnc(SCC(=O)Nc3sc4c(c3C#N)CCCC4)n2-c2ccccc2)cc1	-8%	-1%
CCCn1c(C(O)c2ccc(OC)cc2)nc2ccccc21 (stereo not given)	1%	-3%
O=C(CSCC(=O)NC1CC1)Nc1ccc2ccccc2c1	-4%	-5%
O=C1C2C(C(=O)N1c1ccc3c(c1)OCO3)C1C=CC2C12CC2 (stereo not given)	-1%	0%
Nc1ccccc1C(=O)N(Cc1ccccc1)Cc1ccccc1	2%	3%
COc1ccc(N2C3=C(CC4=C2CCCC4=O)C(=O)CCC3)cc1	-4%	-19%
CCNCC(=O)N1c2ccccc2CCc2ccc(NC(C)=O)cc21	2%	-6%

Entries listed so far with two or more sulfur atoms:
SMILES	p53null 32C kill	p53null 39C tox
O=C(CSc1ncnc2sc3c(c12)CCCC3)c1ccccc1	3%	14%
C=CCn1c(SCC(=O)NC(N)=O)nnc1-c1cc2c(s1)CCC(CC)C2 (stereo not given)	-7%	20%[1.84 µM]
C#CCOC(=O)c1csc2nnsc12	8%	14%
CSc1ccccc1-n1nnnc1SCC(=O)NCc1cccs1	3%	-6%
O=C1N/C(=N/S(=O)(=O)c2ccccc2)S/C1=C/c1cccnc1	1%	-5%
Cc1nc(CCNC(=O)c2cccs2)cs1	-11%	-21%
CCOC(=O)CNC(=O)Cn1cnc2sc(C)c(S(=O)(=O)N3CCC(C)CC3)c2c1=O	-5%	26%
COc1ccc(C2CC(c3cccs3)=Nc3ccccc3S2)cc1 (stereo not given)	?	-15%
CC(=O)CCS(=O)(=O)c1ccc(Oc2ccc(S(=O)(=O)CCC(C)=O)cc2)cc1	-1%	-4%
COc1ccccc1-n1c(SCC(=O)Nc2nnc(C)s2)nc2c(c1=O)SCC2	0%	9%
COc1ccccc1N(CC(=O)Nc1ccc(S(=O)(=O)N2CCCCC2)cc1)S(C)(=O)=O	-1%	4%
O=C(NCSc1ccnc(SCNC(=O)c2ccccc2)n1)c1ccccc1	1%	-4%
CCOc1ccc(C(=O)N2CCSC2=S)cc1	-7%	18%
O=C(CSc1nnc2n1CCCN2C(=S)Nc1ccc(Cl)cc1)c1ccccc1	-8%	-7%
COc1ccc(-c2nnc(SCC(=O)Nc3sc4c(c3C#N)CCCC4)n2-c2ccccc2)cc1	-8%	-1%

High-throughput results as filed in PubChem.
